TNAP inh pNP – blocks human TNAP p-nitrophenol release; purified TNAP, pNPP hydrolysis, absorbance 405 nm; P05186; 21,000 tested, under 10 active; inhibition, % at 20 µM;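 further: 0% = DMSO only wells and 100% = 1 mM levamisole wells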
Target sequence (P05186 whole entry, looked up): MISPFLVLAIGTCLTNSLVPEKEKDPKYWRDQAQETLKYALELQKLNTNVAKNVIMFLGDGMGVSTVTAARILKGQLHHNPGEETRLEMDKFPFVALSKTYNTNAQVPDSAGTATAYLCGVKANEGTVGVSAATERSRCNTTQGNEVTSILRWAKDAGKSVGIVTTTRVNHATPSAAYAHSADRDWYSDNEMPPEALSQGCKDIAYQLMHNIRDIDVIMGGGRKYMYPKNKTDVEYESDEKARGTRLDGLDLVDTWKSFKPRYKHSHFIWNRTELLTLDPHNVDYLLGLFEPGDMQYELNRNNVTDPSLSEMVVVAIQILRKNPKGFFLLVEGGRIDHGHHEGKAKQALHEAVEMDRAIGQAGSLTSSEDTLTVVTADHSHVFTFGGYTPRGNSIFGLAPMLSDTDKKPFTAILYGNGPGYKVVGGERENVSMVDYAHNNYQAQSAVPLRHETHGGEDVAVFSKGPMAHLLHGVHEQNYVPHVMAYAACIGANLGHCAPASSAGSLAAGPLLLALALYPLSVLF
TNAP inh Pi – blocks human TNAP phosphate release. P05186. 21,000 tested, under 10 active. purified TNAP, pNPP, malachite green phosphate absorbance. inhibition, % at 20 µM
An asterisk follows results filed as active.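 How the source made its calls: active means inhibition above 50% at the 20 µM single-dose screen; inactive means the rest.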 Some of the compounds tested, so the mix of outcomes need not match the whole.

SMILES | TNAP inh pNP | TNAP inh Pi
CN1CCc2c(sc3c2C(=O)NC(c2ccc4c(c2)OCO4)N3)C1 (stereo not given) | -7 | 9
CC1CN(C2CCN(C(=O)c3ccccc3Cl)CC2)CC(C)O1 (stereo not given) | 13 | 17
Brc1ccc(CSc2nnc(Cc3c[nH]c4ccccc34)o2)cc1 | 6 | 9
CNC(=O)Nc1cccc(NC(=O)NC)n1 | -1 | 3
COC(=O)C1CCN(C(=O)C(C)Oc2ccc(Cl)cc2Cl)CC1 (stereo not given) | 2 | 6
Cc1cc(=O)oc(C)c1C(=O)OCC(=O)c1ccccc1 | 6 | 7
CN1CCN(Cc2nc(N)nc(Nc3ccc4c(c3)OCCO4)n2)CC1 | 4 | 14
CC[n+]1cc(-c2ccccc2)nc(N2CCOCC2)n1 | 2 | 7
CCOC(=O)CC1=CC(C)(CC(=O)OCC)C(C#N)(C#N)C(N)=C1C#N (stereo not given) | -1 | -13
CCc1nnc(SCc2ccc(CSc3nnc(CC)n3N)cc2)n1N | -5 | -2
Cc1noc(NS(=O)(=O)c2ccc(N3CC(O)=C(c4ccccc4)C3=N)cc2)c1C | -4 | 1
CC(C)C(C(=O)C=[N+]=[N-])N1C(=O)c2ccccc2C1=O (stereo not given) | -2 | 4
Cn1c(OCc2cccnc2)nc2c1c(=O)n(Cc1ccccc1)c(=O)n2C | 3 | 6
Cn1c(CNC(=O)Nc2ccccc2Cl)nnc1SCc1ccccc1 | -3 | 8
Cn1c(SCC(=O)NCc2ccccc2)nc2ccccc21 | 2 | -18
Cc1ccc(S(=O)(=O)N2CCC(N3CCCCCC3)CC2)cc1 | 2 | 7
OCCN1CCN(C(=S)c2ccc(Cl)c(Cl)c2)CC1 | 4 | -6
COc1ccc(OC)c(NC(=O)CCN2CCN(Cc3ccccc3)CC2)c1 | 2 | 8
N#Cc1c(-c2ccco2)nc(SCc2ccc(F)cc2)[nH]c1=O | 2 | 9
CCOc1ccc2cc(C#N)c(SCC(=O)NC(C)CC)nc2c1 (stereo not given) | 1 | 6
Cc1nc(SC2C=CS(=O)(=O)C2)n[nH]1 (stereo not given) | -3 | 2
Fc1ccccc1CSc1nnc(-c2cnccn2)n1Cc1ccco1 | 5 | 17
COc1ccc(NC(=O)CN2CCC3(O)CCCCC3C2c2ccccc2OC)cc1 (stereo not given) | 6 | 1
CCOC(=O)c1cccc(NC(=O)Cn2c(CC(=O)NC)nc3ccccc32)c1 | 3 | -4
N=c1c(C(=O)NCc2ccco2)cc2c(=O)n3ccccc3nc2n1CCc1ccccc1 | -5 | 9
CCn1c(=O)n(CC)c2cc(S(=O)(=O)N3CCC(c4ccccc4)CC3)ccc21 | 0 | 0
COc1ccc(S(=O)(=O)NC2CC3CCC2C3)cc1Cl (stereo not given) | 0 | 0
O=c1c2ccccc2[nH]c(=S)n1CCCN1CCN(C2CCCCC2)CC1 | -15 | -7
CSCCC1NC2(C(=O)Nc3c(Cl)cccc32)[C@@H]2C(=O)N(C3CCCC3)C(=O)[C@H]12 (stereo not given in full) | -4 | 4
CCCc1n[nH]c(=O)[nH]1 | -7 | 1
O=C(COc1cccc(C(F)(F)F)c1)Nc1ccc(S(=O)(=O)N2CCCC2)cc1 | 4 | -16
O=C(CS(=O)(=O)Cc1ccccc1)N1CCN(C(=O)c2ccco2)CC1 | 4 | 13
Cc1nnc(SCCc2ccccc2)[nH]c1=O | -6 | -2
CCOC(=O)c1cnc(SC2CC(=O)N(c3cccc(OC)c3)C2=O)nc1N (stereo not given) | 6 | 9
O=C(OCC(=O)N1CCc2ccccc21)c1ccccc1 | 1 | 8
O=c1oc2cc(O)ccc2c2oc3cc(O)ccc3c12 | 5 | 11
Cn1c(=O)n(Cc2ccc(F)cc2)c(=O)c2c1nc1n2CCCN1C1CCCCC1 | 6 | 10
CC1CCN(C(c2ccccc2)c2nnnn2C(C)(C)C)CC1 (stereo not given) | 5 | 7
c1ccc(-n2c(-c3ccncc3)nnc2-c2cccs2)cc1 | 6 | 11
Cc1cc(C)c(NC(=O)OCCN2CCOCC2)c(C)c1 | 0 | 1
COc1ccc(N2CCN(CC(=O)Nc3nnc(-c4ccccc4)s3)CC2)cc1 | 2 | 5
O=C(c1cccs1)N1CCN(C2CCCCC2)CC1 | 4 | 7
CC(=O)Nc1ccc(NC(=O)CSc2nnc(C3CC3)n2C)cc1 | 6 | 6
CCc1nc(SCC(=O)Nc2ccccc2C(=O)OC)n[nH]1 | 6 | 8
CC(C)=C1SC(N2CCN(Cc3ccccc3)CC2)=NC1=O | 0 | 0
Cc1ccc(-n2nc3ccc(N)cc3n2)cc1 | 1 | -24
O=C(c1ccc2c(c1)C(=O)N(c1ccc(Cl)cc1)C2=O)N1CCN(c2ccccn2)CC1 | 5 | 9
O=C(NC1CCCC1)c1cccnc1N1CCCCCC1 | 2 | 9
Cc1ccc2nc3c(c(C(=O)O)c2c1)CCC3 | 0 | 6
c1coc(-c2ncc[nH]2)c1 | 8 | 11
O=C(c1ccccc1)c1cc(-c2ccccc2)on1 | 2 | 5
CCSc1nnc(-c2cccc(S(=O)(=O)N(C)C)c2)n1-c1cc(OC)ccc1OC | -1 | 12
CCc1ccc2oc(=O)cc(CN3CCOCC3)c2c1 | 1 | 7
CNc1oc(-c2ccccc2Cl)nc1C#N | -6 | -9
Cc1ccc(C)c(Cn2nnc3c(=O)[nH]c(C4CCCN(C(=O)C5CCCCC5)C4)nc32)c1 (stereo not given) | 3 | 10
CCOc1ccc(N2C(=O)CC(Sc3ncccn3)C2=O)cc1 (stereo not given) | 4 | 8
CS(=O)(=O)N(CC(=O)N1CCN(Cc2ccccc2)CC1)Cc1ccccc1 | 1 | -12
COc1ccc(OC)c(C(=O)CSc2nnc(-c3cccs3)n2C)c1 | 0 | 4
OCCN1CCN(Cc2cc(Br)cc(Br)c2O)CC1 | 5 | 14
O=C(Nc1cccc(Cl)c1)Nc1ccc2c(c1)OCO2 | 0 | 13

(next part)
SMILES | TNAP inh pNP | TNAP inh Pi
Cc1ccccc1-n1c(-c2cccnc2)n[nH]c1=S | 8 | 2
O=C1C2CC=C(Cl)CC2C(=O)N1CNc1ccccn1 (stereo not given) | -3 | -1
CCN(CC)CCN1C(=O)C(=O)/C(=C(/O)c2ccc(OC(C)C)cc2)C1c1ccncc1 (stereo not given) | -11 | -12
CSCCC(NC(=O)COc1ccccc1)C(=O)N1CCN(c2ccccc2F)CC1 (stereo not given) | 4 | 20
COC(=O)CC(=O)CSc1nc(C)cc(C)c1C#N | -10 | -4
Cc1cn(C2OC(COC(=O)c3ccccc3)C(O)C2O)c(=O)[nH]c1=O (stereo not given) | 6 | 3
COc1ccc(S(=O)(=O)N(C)CC(=O)N2CCCCCC2)cc1OC | 2 | 4
CCOC(=O)N1CCN(S(=O)(=O)c2c(C)cc(C)cc2C)CC1 | 5 | 9
CSCC[C@H](NC(=O)C1CCN(S(=O)(=O)c2ccc(C)cc2)CC1)C(=O)NCC1CCCO1 (stereo not given in full) | 4 | 1
O=c1oc2cc(Br)ccc2n1CSC1=NCCS1 | 1 | 7
CCOC(=O)CON1C(=O)C(C)(C)N(OCC(=O)OCC)C(=O)C1(C)C | 8 | 8
Nc1nc(NCc2c(F)cccc2Cl)nn1-c1ccccc1 | 2 | 12

Entries of single compounds, looked up by structure.
Nc1nc(NCc2c(F)cccc2Cl)nn1-c1ccccc1 across the screens: TNAP inh pNP = 2; TNAP inh Pi = 12
O=c1oc2cc(Br)ccc2n1CSC1=NCCS1 across the screens: TNAP inh pNP = 1; TNAP inh Pi = 7
O=C1C2CC=C(Cl)CC2C(=O)N1CNc1ccccn1 (stereo not given) across the screens: TNAP inh pNP = -3; TNAP inh Pi = -1

Among those listed so far, 8 contain an aryl methoxy group:
SMILES | TNAP inh pNP | TNAP inh Pi
COc1ccc(OC)c(NC(=O)CCN2CCN(Cc3ccccc3)CC2)c1 | 2 | 8
COc1ccc(NC(=O)CN2CCC3(O)CCCCC3C2c2ccccc2OC)cc1 (stereo not given) | 6 | 1
COc1ccc(S(=O)(=O)NC2CC3CCC2C3)cc1Cl (stereo not given) | 0 | 0
CCOC(=O)c1cnc(SC2CC(=O)N(c3cccc(OC)c3)C2=O)nc1N (stereo not given) | 6 | 9
COc1ccc(N2CCN(CC(=O)Nc3nnc(-c4ccccc4)s3)CC2)cc1 | 2 | 5
CCSc1nnc(-c2cccc(S(=O)(=O)N(C)C)c2)n1-c1cc(OC)ccc1OC | -1 | 12
COc1ccc(OC)c(C(=O)CSc2nnc(-c3cccs3)n2C)c1 | 0 | 4
COc1ccc(S(=O)(=O)N(C)CC(=O)N2CCCCCC2)cc1OC | 2 | 4

Next compounds follow.
SMILES | TNAP inh pNP | TNAP inh Pi
CCNc1sc(C(=O)c2cccs2)c(N)c1C#N | 5 | 13
Cc1ccc(C(=O)CC(C(=O)O)n2cccn2)cc1 (stereo not given) | 7 | -7
CN(C)CC(O)COc1ccc(C(C)(C)c2ccc(OCC(O)CN(C)C)cc2)cc1 (stereo not given) | 6 | 12
CCc1ccc2[nH]c(=O)c(CN(CCN(C)C)C(=O)Nc3ccccc3)cc2c1 | 2 | 12
CS(=O)(=O)N1CCC(NC(=O)Cc2ccccc2)CC1 | 4 | 3
Cn1c(=O)c2c(ncn2CC(=O)N(Cc2ccccc2)c2ccccn2)n(C)c1=O | 2 | 7
C=CCOn1c(=O)c(C)[n+]([O-])c2ccccc21 | 8 | 12
Cc1ccc(C(c2nnnn2C(C)(C)C)N(Cc2ccco2)Cc2cccs2)cc1 (stereo not given) | 5 | 8
COc1ccccc1CN1C(=O)[C@@H]2C(CC(N)=O)NC3(C(=O)Nc4c3ccc(Cl)c4C)[C@@H]2C1=O (stereo not given in full) | 6 | 11
O=C(c1ccncc1)c1ccc(Br)cc1 | 0 | -4
CCc1ccc(OCc2nc(-c3ccccn3)no2)c(Br)c1 | 4 | 11
CC1=CC(C)(C)N(C(=O)c2ccccc2)c2ccccc21 | 0 | 7
CC(C)(C)OC(=O)N1CCC[C@H]1c1nnc(SCc2ccccc2F)o1 | 5 | 5
c1ccc(CCNC2=NCCCS2)cc1 | 0 | 0
O=C(Nc1cc(C(=O)N2CCCC2)ccc1N1CCCC1)c1ccccc1 | 0 | 0
CCCN1CCC(N(C)CCc2ccc(OC)c(OC)c2)CC1 | 5 | 11
Cc1c(NC(=O)C2CCCN2C(=O)c2cccs2)c(=O)n(-c2ccccc2)n1C (stereo not given) | 5 | 13
O=C(Oc1c(Cl)cc(Cl)c2cccnc12)N1CCOCC1 | 0 | 0
Cc1cc(NC(=O)C2=C(O)c3ccccc3S(=O)(=O)N2C)no1 | 4 | 10
O=C(c1cc2ccccc2oc1=O)N(Cc1cccs1)C1CCS(=O)(=O)C1 (stereo not given) | -3 | -2
Cc1ccc2c(c1)[nH]c1c(=O)n(Cc3ccccn3)cnc12 | 4 | 9
COc1ccc(C(=O)Nc2nc(N)n(-c3ccccc3)n2)cc1OC | 0 | 0
CCN(C(=O)COC(=O)c1cnc(C)cn1)C1CCCCC1 | 0 | 14
Cc1nn(Cc2ccccc2)c(C)c1NC(=O)CSc1nc2sc3c(c2c(=O)n1C)CCC3 | -1 | 8
CCN(CC)C(=O)c1sc(NC(=O)Cc2cccs2)c(C#N)c1C | 5 | 7
C=CCOC(=O)C1=C(C)NC(SC)=C(C#N)C1c1ccc(OCC)cc1 (stereo not given) | 5 | 14
CC(Sc1nc(N2CCOCC2)c2c(c1C#N)CC(C)(C)OC2)C(=O)Nc1ccccc1 (stereo not given) | 2 | 13
CCOC(=O)C1=C(C)NC2=C(C(=O)CC(c3ccc(OC)c(OC)c3)C2)C1c1ccc(C)o1 (stereo not given) | 2 | 7
COc1ccc(C(=O)OC(C)CN2CCN(C)CC2)cc1OC (stereo not given) | 3 | 8
COc1ccc(NC(=O)N2CCCC2C(=O)Nc2ccc(C)cc2)cc1 (stereo not given) | 2 | 3
CC(C)CC(NC(N)=O)C(=O)OCC(=O)NC(=O)NC1CCCC1 (stereo not given) | 4 | 16
O=C(Nc1ncc2c(n1)CC(c1ccco1)CC2=O)c1ccc(Cl)cc1 (stereo not given) | -1 | 5
Cc1ccc(C)c(Cn2nnc3c(=O)[nH]c(C4CCCN(C(=O)CC(C)C)C4)nc32)c1 (stereo not given) | 0 | 0
O=C(NCc1ccco1)c1ccc(S(=O)(=O)c2cccc(S(=O)(=O)N3CCOCC3)c2)cc1 | -7 | -4
CC(C)[C@H](NC(=O)Nc1ccc2c(c1)OCCO2)C(=O)O | 6 | 11
NC(=O)c1ccc(F)cc1 | 8 | 9

Structures listed so far containing a COOH group (3):
SMILES | TNAP inh pNP | TNAP inh Pi
Cc1ccc2nc3c(c(C(=O)O)c2c1)CCC3 | 0 | 6
Cc1ccc(C(=O)CC(C(=O)O)n2cccn2)cc1 (stereo not given) | 7 | -7
CC(C)[C@H](NC(=O)Nc1ccc2c(c1)OCCO2)C(=O)O | 6 | 11

New compounds follow.
SMILES | TNAP inh pNP | TNAP inh Pi
COc1cc(CN2CC(C)OC(C)C2)cc(OC)c1 (stereo not given) | 0 | 0
O=c1[nH]c2c(c3c1CCCC3)CCCC2 | 0 | 6
COC(=O)CN(C#N)c1nc(OC)nc(N(C)C)n1 | 5 | 11
CCc1cn([C@H]2C[C@H](O)[C@@H](CO)O2)c(=O)[nH]c1=O | -13 | -7
Cc1ccc(-c2nn(C)c(=O)c3ccccc23)cc1CNC(=O)CSc1nc2ccccc2o1 | 0 | 0
O=C(Nc1cccc(Oc2ccc3c(c2)C(=O)NC3=O)c1)c1ccco1 | -13 | -3
Cc1ccc(S(=O)(=O)N2CCN(Cc3cccc(C)c3O)CC2)cc1 | 4 | 8
CC(=O)c1cccc(N=C2NC(=O)C(CO)(CO)S2)c1 | 5 | 11
CCOC(=O)c1cc(C#N)c(SCC(=O)c2cc(C#N)c(SC)nc2C)nc1C | 0 | -3
c1ccc(NCc2nnc3n2CCCCC3)cc1 | 5 | 13
CCOC(=O)[C@H](CCc1ccccc1)N[C@@H](C)C(=O)N1CCC[C@H]1C(=O)O | 5 | -4
CC(C)c1nnc(NC(=O)C2CCN(c3nc4ccccc4s3)CC2)s1 | 0 | 9
O=C(Nc1ccc2c(c1)nc1n2CCOC1)C1CCCCC1 | 1 | 4

Screening results as filed in PubChem BioAssay.
